# TRPC6 inhibitor = blocks the mouse TRPC6 cation channel; HEK293-TRPC6, membrane potential dye, ACh-evoked depolarization; active compounds read low; B-score at 10 µM; actives 1.1% (n = 310,000);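 active = B-score under library mean minus 3 SD, initial fluorescence not abnormally high, positive integrated signal ratio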;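 note: B-score derived from integrated fluorescence ratio over the kinetic read; more negative B-score means stronger inhibition of depolarization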
# KLF5 inhibitor = suppresses KLF5 promoter-driven expression; DLD-1 KLF5 promoter-luciferase reporter, luminescence; inhibition, % at 5 µM; actives 0.23% (n = 290,000); AID 1700;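 active = inhibition above a per-plate limit of that plate's mean compound inhibition plus 3 SD, cut at about 60% in these data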;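 note: 0% = DMSO wells and 100% = LY294002 at 200 µM; higher means less KLF5 promoter-driven luciferase light; inactives centre near -14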
# SKKanGAS inh = SKKanGAS growth inhibition | S. pyogenes SKKanGAS, kanamycin growth, BacTiter-Glo, 6 h | inhibition, % at 7.5 µM | actives 1.3% (n = 300,000) | AID 1662;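 active = mean replicate score, as percent of positive control median, at least 50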;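 note: strain carries kanamycin resistance gene driven by streptokinase promoter and grows in 40 µg/ml kanamycin; loss of luminescence reflects streptokinase promoter inhibition or plain growth inhibition; 0% = median of DMSO wells and 100% = positive control at its reference dose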
# TRPC4 inh = inhibitors of mouse TRPC4 channel. HEK293 TRPC4beta/mu-opioid, DAMGO-evoked Fluo4 calcium flux; active compounds read low. AID 2247. Q9QUQ5. B-score at 10 µM. actives 0.39% (n = 300,000);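 active = B-score over 3 SD under the library average, no early fluorescence shift, positive overall ratio signal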
# Target sequence (Q9QUQ5 whole entry, looked up): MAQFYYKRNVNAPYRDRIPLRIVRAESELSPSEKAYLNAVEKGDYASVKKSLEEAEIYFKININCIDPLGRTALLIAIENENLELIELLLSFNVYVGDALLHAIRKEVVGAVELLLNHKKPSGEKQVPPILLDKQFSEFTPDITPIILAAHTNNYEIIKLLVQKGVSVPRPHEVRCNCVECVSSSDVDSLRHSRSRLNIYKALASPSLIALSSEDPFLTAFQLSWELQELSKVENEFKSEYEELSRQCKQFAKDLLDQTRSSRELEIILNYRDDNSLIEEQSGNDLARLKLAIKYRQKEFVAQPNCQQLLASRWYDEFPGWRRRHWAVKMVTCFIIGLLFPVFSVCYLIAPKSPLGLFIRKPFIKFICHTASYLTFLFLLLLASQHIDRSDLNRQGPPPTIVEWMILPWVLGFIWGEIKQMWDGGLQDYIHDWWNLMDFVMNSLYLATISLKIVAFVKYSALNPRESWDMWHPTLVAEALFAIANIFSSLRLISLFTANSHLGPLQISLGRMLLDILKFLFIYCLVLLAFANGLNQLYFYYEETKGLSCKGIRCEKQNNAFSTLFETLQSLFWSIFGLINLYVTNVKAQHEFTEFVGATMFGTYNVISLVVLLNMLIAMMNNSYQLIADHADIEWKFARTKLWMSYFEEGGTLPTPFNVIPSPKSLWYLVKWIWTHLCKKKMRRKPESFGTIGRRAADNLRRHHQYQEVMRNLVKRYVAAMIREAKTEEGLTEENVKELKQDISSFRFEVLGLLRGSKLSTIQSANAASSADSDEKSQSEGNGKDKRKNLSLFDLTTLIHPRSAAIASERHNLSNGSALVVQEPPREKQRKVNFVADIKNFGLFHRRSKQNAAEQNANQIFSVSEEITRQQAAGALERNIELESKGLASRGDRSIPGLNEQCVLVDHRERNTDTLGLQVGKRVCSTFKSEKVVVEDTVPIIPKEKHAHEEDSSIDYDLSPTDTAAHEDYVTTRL
#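 material = TRPC4beta/mu-opioid receptor HEK293 cell line | probe or stimulus = sequential submaximal and maximal DAMGO stimulation | compound dosing = one concentration per compound | measured by = Fluo4 Ca2+ flux fluorescence | evaluation = integrated fluorescence ratio relative to baseline, converted to per-well B score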
# TRPC4 act = opens the mouse TRPC4 cation channel; HEK293 TRPC4beta/mu-opioid, Fluo4 calcium fluorescence; active compounds read high; actives 0.49% (n = 310,000); Q9QUQ5; B-score at 10 µM;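 active = B-score above 5 SD of library B-scores, and initial fluorescence ratio not above library mean plus 5 SD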;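 note: positive B-score marks a calcium rise read as TRPC4 activation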
#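 Material: HEK293 stable line with TRPC4beta plus mu-opioid receptor; technique: Fluo4 calcium-sensitive dye fluorescence, kinetic, 1 Hz baseline; timing: Fluo4 dye loading 45 min at room temperature, 110 s recording; controls: assay buffer as low control, maximal DAMGO as high control; read-out: integrated baseline-normalised fluorescence ratio, converted to per-well B score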
# HIF act = HIF pathway transcriptional activation. U2OS HRE-luciferase reporter, luminescence; normalized: DMSO 0%, desferrioxamine 100%. AID 1910. activation, % at 7.5 µM (by protocol). actives 0.32% (n = 300,000);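 active = mean activation of at least 10% of the iron chelator positive control signal, with at least half of replicates also reaching 10%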
# TRPC4 PAM = TRPC4 (mouse) allosteric potentiation; HEK293 TRPC4beta/mu-opioid, DAMGO EC20, Fluo-4 Ca2+ flux; active compounds read high; B-score at 10 µM; actives 0.42% (n = 310,000); AID 2227;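 active = B-score of calcium response area above 5 SD of library B-scores, with initial fluorescence ratio within 5 SD of library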;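 note: B-score of integrated fluorescence ratio over time as area under calcium response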
# IEC-6 tox = counter-screen for KLF5 inhibitors: cytotoxicity in IEC-6 cells; actives 0.78% (n = 290,000); IEC-6 cytotoxicity, luminescence viability; inhibition, % at 5 µM; AID 1825; in the data active = inhibition above about 22%;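 note: 0% = plate median of test compound wells and 100% = cytotoxic reference compound wells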
# TRPC6 act = activators of mouse TRPC6 channel; HEK293-TRPC6 membrane potential dye fluorescence; active compounds read high; B-score at 10 µM; actives 0.13% (n = 310,000);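 active = B-score of the integrated fluorescence ratio above library mean plus 3 SD, and starting fluorescence ratio within library mean plus 5 SD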;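 note: higher score means more depolarization so channel activation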
# MrgX1 antagonist = human MrgX1 receptor antagonism, primary screen; actives 1.3% (n = 310,000); AID 588676; MRGX1-HEK293 calcium flux, Fluo-4, BAM8-22 antagonism; active compounds read low; Q96LB2; B-score at 10 µM;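 active = calcium-response B-score plate-corrected more than 3 library SD below zero, starting fluorescence within 5 deviations, no agonist response on first addition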;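 note: peak minus trough fluorescence over baseline after final BAM8-22 challenge near maximal dose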
# aSyn 5UTR inh = MLPCN primary screen, SNCA 5' untranslated region; alpha-synuclein 5'UTR reporter, inhibitor activity; inhibition, % (tested at 7.5 µM); actives 0.82% (n = 300,000); in the data active = inhibition above about 60%;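 note: H4 neuroglioblastoma cells stably carrying SNCA 5'UTR luciferase fusion; 0% = DMSO wells and 100% = positive control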
# Starred values were filed as active, the others as inactive; i = inactive; x = not tested or not shown.
SMILES,TRPC6 inhibitor,KLF5 inhibitor,SKKanGAS inh,TRPC4 inh,TRPC4 act,HIF act,TRPC4 PAM,IEC-6 tox,TRPC6 act,MrgX1 antagonist,aSyn 5UTR inh
Cc1nc2ccccc2n1C1CC(=O)N(Cc2ccccc2)C1=O (stereo unspecified),i,-21,3,i,i,-0.2,i,2,i,i,-8
COc1ccc(CNC(=O)[C@@H](NC(=O)C2CCN(C(=O)[C@@H](N)CC(C)C)CC2)C(C)C)cc1,i,2,2,i,i,0.0,i,6,i,i,22
CCOc1ccc(C2N(c3ccc(F)cc3)C(=O)C3CCCN32)cc1OC (stereo unspecified),i,-11,0,i,i,-0.2,i,1,i,i,-16
Cc1ccc(SCCC(=O)Nc2ccccc2C(=O)N2CCOCC2)cc1,i,-6,1,i,i,-0.1,i,5,i,i,8
COc1ccc(CCn2c(=N)c(C(=O)NC3CCCCC3)cc3c(=O)n4ccccc4nc32)cc1,i,-27,1,i,i,0.4,i,-2,i,i,-1
Cc1cccc(C(=O)N2CCCC(c3nc(-c4ccc(F)cc4)no3)C2)c1 (stereo unspecified),i,-33,-5,i,i,-1.2,i,4,i,i,-10
COc1ccc(CC(=O)Nc2ccccc2Oc2ccccc2)cc1,i,12,10,-6*,i,1.0,i,-2,i,i,14
Cc1cccc(OCC(=O)N/N=C/c2ccc3c(c2)OCO3)c1,i,-1,1,i,i,-0.1,i,0,i,i,-4
CCOC(=O)Cc1csc2nc(-c3ccccc3)nn12,i,-21,-5,i,i,-0.7,i,-1,i,i,-2
Cc1onc(-c2ccccc2Cl)c1C(=O)N1CCN=C1SCc1cccnc1,i,-7,0,i,i,-0.3,i,-2,i,i,-8
Cn1c(COc2ccc(Br)cc2)nnc1SC1CCc2ccccc2C1=O (stereo unspecified),i,-4,3,i,i,0.4,i,1,i,i,-14
N#CC(C(=O)O)=C1CCCC1,i,-4,-5,i,i,-0.4,i,1,i,i,-9
Oc1c(C=C2N=c3ccccc3=N2)sc(=S)n1-c1ccccc1,i,-13,-1,i,i,22*,i,10,i,i,-33
O=C(CNC(=O)c1ccc2c(c1)OCO2)N/N=C(Br)/C=C/c1ccccc1,i,1,-1,i,i,1.2,i,-2,i,i,-31
CCCCc1nnc(NC(=O)CCS(=O)(=O)Cc2ccccc2)s1,i,-29,-1,i,i,-0.1,i,-4,i,i,-5
CCc1ccc(OCC(=O)N(Cc2cccs2)C2CCS(=O)(=O)C2)cc1 (stereo unspecified),i,-32,2,i,i,0.0,i,-6,i,i,11
CC1CC(C)(C)CC2(C1)NC(=O)N(CC(=O)N(Cc1ccccc1)c1ccccc1)C2=O (stereo unspecified),i,x,9,i,i,0.7,i,x,i,i,3
CC(=O)Nc1cccc(-c2csc(N)n2)c1,i,-29,-2,i,i,0.0,i,0,i,i,-11
CC(=O)Nc1ccc(NC(=O)CSc2ccc(-c3ccco3)nn2)cc1,i,-7,-7,i,i,-0.3,i,-2,i,i,-49
Cc1cccc(C(=O)NNC(=O)c2ccco2)c1O,i,-43,0,i,i,0.7,i,4,i,i,-35
CC(C)NC(=O)C1CCN(C2CCN(C(=O)c3ccc4cccc(F)c4n3)CC2)CC1,i,-15,-17,i,i,0.1,i,9,i,i,5
COc1cc(C(=O)CSc2nncn2C)cc(OC)c1OC,i,-11,-2,i,i,0.2,i,6,i,i,-10
Cc1ccccc1NS(=O)(=O)c1cc(C(=O)NCCSC2CCCCC2)ccc1C,i,2,3,i,i,-0.3,i,0,i,i,31
CC1CCN(CCCNC(=O)c2ccc3c(Cl)c4c(nc3c2)CCCC4)CC1,i,-40,-2,i,i,3.4,i,8,i,i,-41
Cc1ccc2oc(Nc3nc(C)c(C)c(C)n3)nc2c1,i,-40,-6,i,i,3.6,i,0,i,i,-99

# (further entries)
SMILES,TRPC6 inhibitor,KLF5 inhibitor,SKKanGAS inh,TRPC4 inh,TRPC4 act,HIF act,TRPC4 PAM,IEC-6 tox,TRPC6 act,MrgX1 antagonist,aSyn 5UTR inh
CC(C)(C)S(=O)c1cccs1 (stereo unspecified),i,6,0,i,i,-0.2,i,-3,i,i,13
CCN(CC)CC(O)CCCCCCCCC(=O)OC (stereo unspecified),i,-24,4,i,i,-0.3,i,3,i,i,-5
O=C(CN1C(=O)CCC1=O)Nc1nc(-c2ccc(Oc3ccccc3)cc2)cs1,i,-16,10,i,i,-0.3,i,1,i,i,-18
CC(C)(C)NC(=O)C(c1ccco1)N(C(=O)Cn1nnc(-c2ccc(F)cc2)n1)c1ccccc1F (stereo unspecified),i,14,-5,i,i,-0.4,i,-2,i,i,23
O=C(Nc1ccc(F)cc1F)C1CCCN(c2ncnc3c2nc2n3CCCCC2)C1 (stereo unspecified),i,-15,-4,i,i,-0.1,i,5,i,i,8
CC(Sc1nnc(N)s1)C(=O)Nc1ccc2c(c1)OCCO2 (stereo unspecified),i,-6,-4,i,i,0.1,i,-1,i,i,-24
CCCCn1c(N)c(N(Cc2ccccc2OC)C(=O)COc2ccc(F)cc2Cl)c(=O)[nH]c1=O,i,-11,4,i,i,-0.3,i,5,i,i,-8
CCCCCCC(=O)N(O)C1CC(=O)N(c2ccc(F)cc2)C1=O (stereo unspecified),i,-36,7,i,i,0.7,i,-1,i,i,-21
COc1ccc(N2CCN(C(=O)C3CCN(S(=O)(=O)c4ccc(F)cc4)CC3)CC2)cc1,i,-31,1,i,i,0.2,i,0,i,i,20
CCCSc1ccc2nc(-c3ccccc3)cn2c1,i,41,9,i,i,-3.0,i,0,i,i,111*
CCN(C(=O)Cc1ccc(Br)cc1)C1CCCCC1,i,-16,4,i,i,-0.4,i,2,i,i,23
COC(=O)c1c(C)[nH]c(/C=N/Nc2ccccc2)c1C,i,-26,19,i,i,2.6,i,5,i,i,-71
O=C(CNC(=O)c1cccs1)NCC(=O)OCC(=O)c1ccccc1,i,-22,7,i,i,0.1,i,5,i,i,-10
COC(=O)c1ccc(S(=O)(=O)N(Cc2ccccc2)Cc2ccccc2)n1C,i,1,-3,i,i,-0.4,i,4,i,i,-10
O=C(CN(Cc1ccc(F)cc1)S(=O)(=O)c1ccccc1)N1CCCCC1,i,-29,-3,i,i,0.0,i,4,i,i,25
Cc1ccc(C(O)CN2C3=NCCCN3c3ccccc32)cc1 (stereo unspecified),i,-21,-10,i,i,0.8,i,4,i,i,-35
Cn1c(CCNC(=O)c2ccccc2Cl)n[nH]c1=S,i,-28,0,i,i,0.0,i,0,i,i,2
Cc1ccc(C(=O)NC(C)(COc2nonc2C)COc2nonc2C)cc1,i,1,3,i,i,-0.3,i,8,i,i,6
C=CCNC(=S)N1CCC(C(N)=O)CC1,i,-31,0,i,i,0.3,i,5,i,i,8
CN(C)c1nc(N)nc(CSc2nnnn2-c2cccc3ccccc23)n1,i,-11,-7,i,i,0.2,i,2,i,i,69*
CNc1nc(Nc2ccc([N+](=O)[O-])cc2)nc(OCC(F)(F)F)n1,i,-27,-4,i,i,-1.1,i,0,i,i,36
CC(=O)c1nnn(-c2c(F)cccc2F)c1C,i,-18,9,i,i,0.8,i,0,i,i,-18
COc1ccc(-n2c3c(cc(C(=O)NC4CCSC4=O)c2=O)C(=O)CC(C)(C)C3)cc1 (stereo unspecified),i,-14,2,i,i,-0.1,i,-4,i,i,19
COc1cccc(NC(=S)N2CCCC2)c1,i,-10,-18,i,i,1.4,i,0,i,i,-50
Oc1ccc(CNc2ccccc2F)c2cccnc12,i,8,5,i,i,-0.4,i,-4,i,i,87*

# Individual results from the list:
# For SKKanGAS inh, COC(=O)c1ccc(S(=O)(=O)N(Cc2ccccc2)Cc2ccccc2)n1C has -3
# For KLF5 inhibitor, COc1cccc(NC(=S)N2CCCC2)c1 has -10
# For aSyn 5UTR inh, Cc1ccc(C(O)CN2C3=NCCCN3c3ccccc32)cc1 (stereo unspecified) has -35

# Two entries drawn at random from those above:
SMILES,TRPC6 inhibitor,KLF5 inhibitor,SKKanGAS inh,TRPC4 inh,TRPC4 act,HIF act,TRPC4 PAM,IEC-6 tox,TRPC6 act,MrgX1 antagonist,aSyn 5UTR inh
CCCCc1nnc(NC(=O)CCS(=O)(=O)Cc2ccccc2)s1,i,-29,-1,i,i,-0.1,i,-4,i,i,-5
Cc1cccc(C(=O)NNC(=O)c2ccco2)c1O,i,-43,0,i,i,0.7,i,4,i,i,-35

# (further entries)
SMILES,TRPC6 inhibitor,KLF5 inhibitor,SKKanGAS inh,TRPC4 inh,TRPC4 act,HIF act,TRPC4 PAM,IEC-6 tox,TRPC6 act,MrgX1 antagonist,aSyn 5UTR inh
CCOc1cccc(-c2c(C(=O)N/N=C/c3ccco3)nnn2-c2nonc2N)c1,i,0,-2,i,i,0.1,i,-8,i,i,26
CCOC(=O)Cc1cnc(NC(=O)CSc2nc(C(C)C)cc(=O)[nH]2)s1,i,20,-17,i,i,-14,i,-8,i,i,-5
O=S(=O)(CCN1CCN(C(c2ccccc2)c2ccccc2)CC1)C(F)(F)F,i,-12,0,i,i,-0.1,i,6,i,i,-11
CCOC(=O)c1sc2nccc(N(C)C)c2c1N=CN(C)C,i,-2,-1,i,i,-0.3,i,3,i,i,-2
COc1cc(NC(=O)CCN2CCOCC2)cc(OC)c1,i,-34,-3,i,i,-4.2,i,4,i,i,-11
COc1ccc(N2C(=O)CCC(C(=O)N(C)CCc3ccccn3)C2c2ccc(OC)c(OC)c2)cc1 (stereo unspecified),i,7,0,i,i,-0.4,i,0,i,i,9
COc1cc(NC2c3ncccc3C(=O)N2Cc2ccco2)cc(OC)c1OC (stereo unspecified),i,-18,-14,i,i,-0.3,i,10,i,i,-9
CCOC(=O)c1c(C)[nH]c(C(=O)Cn2nnc(-c3ccc(Cl)cc3)n2)c1C,i,-4,4,i,i,-0.1,i,2,i,i,33
COC(=O)c1ccc(C(=O)OC)c(NC(=O)CCc2ccc(C)o2)c1,i,2,-2,i,i,0.1,i,-5,i,i,6
Cc1nc(C(C)NC(=O)c2ccc(OC3CCN(Cc4ccccn4)CC3)cc2)c(C)s1 (stereo unspecified),i,-32,2,i,i,-0.1,i,-7,i,i,9
CCC(C)N(C(=O)c1csnn1)C(C(=O)NC1CCCC1)c1ccccc1F (stereo unspecified),i,14,-10,i,i,-8.1,i,2,i,i,3
CCOC(=O)CC(=O)CSc1nc(C)nc2c1oc1ccccc12,i,-53,-5,i,i,-0.5,i,-3,i,i,4
Cc1c(O)c2ccccc2n(-c2ccccc2)c1=O,i,x,-2,i,i,0.3,i,x,i,i,7
COc1ccccc1-c1nc(N)n[nH]1,i,-33,-1,i,i,-1.0,i,4,i,i,-57

# The order is random. Share with any hit: about 5.8%.
